# High-throughput results as filed in PubChem.
# Shiga inhibitor = A qHTS for Small Molecule Inhibitors of Shiga Toxin. Vero cells, Shiga toxin protein synthesis inhibition reporter. inhibition, % at 38.7 µM. 9.2% of 290,000 active. AID 2315, 2010; in the data active = inhibition mostly above about 28%, no sharp cut-off; inactive = mostly below about 43%; also: 0% is about no effect
# HCV inh = qHTS Assay for Inhibitors of Hepatitis C Virus (HCV); Potency, µM (top dose mostly 41.8 µM), inactives show top-dose activity change, negative = inhibition, hits mostly inhibitors; Huh7.5.1 HCVcc-Cre infection, luciferase reporter, 44 h; 3.4% of 340,000 active; also: potency is read from the fitted curve at half-maximal effect; % is scaled to controls: 0 for no effect and ±100 for the full control effect
#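 Whole-lifecycle infectious HCVcc-Cre system; cells 1,000/well, compound then virus (~0.5 moi) added 4 h after plating, 44 h culture. Luciferase read 15 sec following 15 min substrate incubation, room temp.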
# Cycloheximide cs = Cycloheximide Counterscreen for Small Molecule Inhibitors of Shiga Toxin; cell reporter, cycloheximide protein synthesis inhibition counterscreen; max response, %; 12% of 300,000 active; AID 2314, 2010; in the data active = max response mostly above about 13%, no sharp cut-off; inactive = mostly below about 14%; also: read at 38.3 µM for the half of the compounds with a filed dose; 0% is about no effect
# Pf growth 96h = Primary qHTS for delayed death inhibitors of the malarial parasite plastid, 96 hour incubation; 6.9% of 320,000 active; Potency, µM (top dose mostly 28.7 µM), inactives show at the highest dose activity change, negative = inhibition, most hits filed as inhibitors; AID 504834, 2011; P. falciparum luciferase reporter growth, 96 h; also: potency is read from the fitted curve at half-maximal effect; % is scaled to controls: 0 for no effect and ±100 for the full control effect
#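 Erythrocytes infected with luciferase-expressing P. falciparum were dispensed at 2% hematocrit and 0.05% parasitemia (final), then incubated with compounds 96 hours at 37 C in 5% CO2. Luminescence after detection reagent addition reported growth.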
# Tb PYK inh = qHTS of Trypanosoma Brucei Inhibitors; pyruvate kinase (Trypanosoma brucei), Q57TT1; TbPYK enzyme, Kinase-Glo Plus ATP luminescence, 45 min; Potency, µM (titrated, usually from 76.8 µM), inactives show at the highest dose activity, negative = inhibition, most hits filed as inhibitors; 0.12% of 410,000 active; AID 624173, 2012; also: potency is read from the fitted curve at half-maximal effect; % is scaled to controls: 0 for no effect and ±100 for the full control effect; nearly all actives have a fitted effect of over 50% in size
#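 ADP (130 uM final) triggers the TbPYK reaction after compound addition; incubation is 45 min at room temperature. Kinase-Glo Plus is then added and luminescence imaged. Normalized data are fitted to concentration-effect curves.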
# Pf growth 48h = Primary qHTS for delayed death inhibitors of the malarial parasite plastid, 48 hour incubation | Potency, µM (titrated, usually from 28.7 µM), without a hit: at the highest dose activity change, negative = inhibition, actives largely listed as inhibitors | AID 504832, 2011 | 5.9% of 310,000 active | P. falciparum luciferase growth in erythrocytes, 48 h; also: potency is read from the fitted curve at half-maximal effect; % is scaled to controls: 0 for no effect and ±100 for the full control effect
#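 Growth was read as firefly luciferase luminescence after a 48 h, 37 C, 5% CO2 exposure of compounds to reporter-bearing P. falciparum cultures (0.1% parasitemia, 2% hematocrit final) in Albumax-supplemented RPMI 1640.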
# LmPK inhibitor = qHTS Assay for Inhibitors of Leishmania Mexicana Pyruvate Kinase (LmPK); purified LmPK, Kinase-Glo ATP luminescence, 1 h; Potency, µM (highest dose often 57.5 µM), inactives show at the top dose activity change, negative = inhibition, most hits filed as inhibitors; 0.37% of 290,000 active; AID 1721, 2009; also: potency is read from the fitted curve at half-maximal effect; % is scaled to controls: 0 for no effect and ±100 for the full control effect
# Target sequence (Q27686 whole entry, looked up): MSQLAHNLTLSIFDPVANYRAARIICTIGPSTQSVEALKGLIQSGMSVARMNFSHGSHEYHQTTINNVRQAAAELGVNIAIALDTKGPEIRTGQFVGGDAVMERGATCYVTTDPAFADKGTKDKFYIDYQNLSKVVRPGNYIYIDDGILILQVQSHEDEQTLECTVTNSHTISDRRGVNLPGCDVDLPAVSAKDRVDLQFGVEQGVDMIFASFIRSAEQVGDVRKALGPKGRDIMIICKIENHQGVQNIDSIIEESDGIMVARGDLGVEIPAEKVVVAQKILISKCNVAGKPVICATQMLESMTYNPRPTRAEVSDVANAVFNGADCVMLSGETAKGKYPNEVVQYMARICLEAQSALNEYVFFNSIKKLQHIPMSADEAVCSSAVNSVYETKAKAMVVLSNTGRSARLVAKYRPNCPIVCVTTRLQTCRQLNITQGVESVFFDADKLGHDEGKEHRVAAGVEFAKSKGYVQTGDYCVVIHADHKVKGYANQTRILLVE
#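 Kinase-Glo luminescence read after 1 h RT reaction of 0.1 nM LmPK with 0.5 mM PEP and 0.1 mM ADP. Activity scaled between uninhibited and enzyme-free controls.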
# Starred values were filed as active, the others as inactive; u = inconclusive; x = not tested or not shown; & = joins results of further samples; [ ] = another dose, or the depositor's remark. Unless noted, calls follow the shape of the dose curve; as a rule, active = well fitted curve in the direction sought with a large enough effect; inconclusive = small, poorly fitted or top-dose-only effect, or another doubt; inactive = no such curve, though single readings can be large; an effect the other way counts as inactive or inconclusive.
SMILES,Shiga inhibitor,HCV inh,Cycloheximide cs,Pf growth 96h,Tb PYK inh,Pf growth 48h,LmPK inhibitor
CC1(C)CC(=O)C(C=Nc2ccc3[nH]ncc3c2)=C(O)C1,33*,6%,37*,10µM*,4%,5%,-2%
O=C(OC1CCCCC1=O)c1cc(Cl)ccc1[N+](=O)[O-] (configuration not stated),-7,-18%,-2,9%,-6%,0%,-6%
COc1ccc(OCCCC(=O)Nc2cccnc2)cc1,-19,-13%,-3,x,-12%,3%,-5%
CCc1ccc(-n2c(=O)c3c(C)c(C)sc3n(CC(=O)NCC3CCCO3)c2=O)cc1 (configuration not stated),-2,3%,-8,-25%,0%,-7%,1%[11.5 µM]
O=c1cccc(-c2ccc(Br)cc2)o1,22,-3%,2,5%,0%,21%,-2%
O=c1[nH]c(=O)n(-c2ccccc2F)c(O)c1/C=C1\C=Nc2ccccc21,20,2%,6.6*,4%,-6%,-8%[0.00184 µM],1%
O=C(NCC1CCCO1)c1nc2c(nnn2Cc2ccc(F)cc2)c(=O)[nH]1 (configuration not stated),-9,0%,-2,u,6%,-11%,-2%
OCCC1CN(CCCc2ccccc2)CCN1CCc1ccccc1 (configuration not stated),x,-14%,1,10µM*,-4%,u,1%
COc1ccc(OCC(=O)Nc2ccc(-c3nc4cc(C)c(C)cc4o3)cc2)cc1,98*,x,51*,x,-4%,x,x
CCC(CC)C(=O)Nc1c2c(nn1-c1ccc(C)cc1)CS(=O)(=O)C2,-9,20%,-1,-18%,4%,1%,1%
Cc1cccc(-n2c(O)c(C=Nc3ccccc3)c3ccccc3c2=O)n1,-23,2%,2,-3%,-19%,5%,-10%
C=CCNC(=S)NC1CC(C)(C)NC(C)(C)C1,-7,2%,-3,10µM*,-12%,10%,-2%
Cc1ccc(CC2C(=O)N(c3cc(Cl)ccn3)C(=O)C2C)cc1 (configuration not stated),43*,3%,23*,85%[activator],-1%,-7%,-2%
Cn1ccnc1C1CCCCN1C(=O)c1cc(COc2ccc(F)cc2F)on1 (configuration not stated),-2,1%,-1,u,2%,u,-3%
O=C(CSC1=NCCN1)NC12CC3CC(CC(C3)C1)C2,-11,u,4,0%,9%,u,-1%
CCOC(=O)N1CCN(C(=O)C(C)NC(=O)c2ccco2)CC1 (configuration not stated),-5,16%,2,u,-3%,0%,-1%
COc1cccc(NC(=S)N(CCCN2CCC(C)CC2)Cc2cccs2)c1,-5,u,10,5%,-2%,-29%,1%
CN(CC(=O)Nc1c(Cl)cccc1Cl)C(=O)c1cc(S(=O)(=O)N(C)C)ccc1N1CCCC1,x,9%,x,u,-13%,u,x
COc1cc(OC)c(OC)cc1/C=N/NC(=O)CSc1ccccc1F,21,-15%,-2,12%,-1%,22%,-6%
O=C(CS(=O)(=O)c1ccc(Cl)cc1)Nc1nnc(-c2cccs2)o1,0,17%,3,4%,10%,-13%,9%
COC(=O)c1ccc(S(=O)(=O)N(Cc2ccccc2)Cc2ccccc2)n1C,7,-17%,-1,u,3%,u,10%
COc1ccc(S(=O)(=O)NCc2cc(=O)n(C)c(=O)n2C)cc1F,0,10%,-7,-1%,7%,23%,2%
Nc1nc(SCC(=O)Nc2ccc([N+](=O)[O-])cc2)[nH]c(=O)c1NC(=O)c1ccc(Br)o1,16,3%,-1,28%,3%,0%,-3%
CN(C)S(=O)(=O)N(CC(=O)Nc1ccc2ccccc2c1)c1ccccc1,9,-13%,-5,u,-8%,-27%,0%
CSc1ncc(Cl)c(C(=O)NCc2ccc3c(c2)OCO3)n1,-3,13%,2,x,-3%,37%[activator],4%
Cc1csc(SCC(=O)NC(=O)NCCC(C)C)n1,-14,5%,-3,-15%,-2%,1%,1%
C=CCCCCCCCCC(=O)O,-2,x,6,-14%,0%,-3%,x
C/C=C/C(=O)Nc1cccc(C2=NOC3(C2)C[C@H](C(N)=O)N(C(=O)c2ccccc2C(=O)c2ccccc2)C3)c1 (some centres not stated),-10,x,-6,12µM*,x,9.3µM*,-1%
CC1(C)C(=O)Nc2ccccc2N1C(=O)COC(=O)CCSc1ccccc1,14,13%,-2,x,-2%,10%,-2%
COc1ccc(OCC(=O)Nc2cc(-c3nn(C)c(=O)c4ccccc34)ccc2OC)cc1,-6,8.9µM*,9,u,2%,u,-2%
CN(C)CCCN(C(=O)c1ccco1)c1nc2cc3c(cc2s1)OCO3,7,u,12*,4%,4%,20%,2%
CC(=O)C1C(c2ccc(Cl)cc2)c2c(noc2C)CC1(C)O (configuration not stated),-1,-7%,1,6%,5%,8%,-1%
CC(C)(C)NC(=O)C(OC(=O)c1cccs1)c1ccccc1 (configuration not stated),2,-9%,22*,-26%,0%,0%,3%
CCN1C/C(=C/c2ccc(N3CCOCC3)cc2)C(=O)/C(=C/c2ccc(N3CCOCC3)cc2)C1,36*,u,26*,4.1µM*,-3%,7.4µM*,-3%
CCOC(=O)c1sc2ncnc(NCC(c3cccs3)N(C)C)c2c1C (configuration not stated),40,10µM*,24*,-51%,-3%,x,12%
CCN(CC)S(=O)(=O)c1cccc(NC(=O)C2CC(=O)N(c3ccc4c(c3)OCCO4)C2)c1 (configuration not stated),x,u,x,-22%,-4%,u,x
O=C(NC(=S)N1CCCC1)c1ccc(Cl)cc1Cl,-1,21%,10,u,-9%,-21%,-3%
COc1nc(-c2ccccc2)ccc1-c1noc(C)n1,72*,u,62*,x,-1%,76%[activator],1%
COc1ccc(C(CNC(=O)c2oc3ccc(Cl)cc3c2C)N2CCCCC2)cc1 (configuration not stated),17,-1%,0,u,1%&-1%,u,-1%
Cc1ccc2cc(CCNC(=O)c3ccc(S(=O)(=O)N4CCCCC4)cc3)c(=O)[nH]c2c1,16,u,6,u,-6%,u,-3%
COC(=O)C1=C(C)NC(=O)/C1=C\c1ccco1,0,-16%,11,34%[activator],-9%,0%,2%
COc1ccccc1CCc1nnc(CCC(=O)N(C)Cc2cccc3cnccc23)o1,86*,u,45*,5%,4%,u,-2%
Cc1nc2scc(C)n2c(=O)c1S(=O)(=O)N1CCN(c2ccccc2)CC1,-7,-6%,2,5%,8%,3%,3%
COc1ccc(CNC(=O)CN(C)S(=O)(=O)c2ccc3c(c2)c(=O)n(C)c(=O)n3C)cc1,12,1%,8,u,-4%&-1%,u,1%
CC(=O)N[C@H]1[C@H](O[C@@H]2c3ccc(c(Cl)c3)Oc3cc4cc(c3O[C@@H]3O[C@H](CO)[C@@H](O)[C@H](O)C3C)Oc3ccc(cc3Cl)C[C@H]3NC(=O)[C@@H](N)c5ccc(O)c(c5)Oc5cc(O)cc(c5)[C@H](NC3=O)C(=O)N[C@H]4C(=O)N[C@H]3C(=O)N[C@@H]2C(=O)N[C@@H](C(=O)O)c2cc(O)cc(O[C@H]4O[C@H](CO)[C@@H](O)C(O)[C@@H]4O)c2-c2cc3ccc2O)O[C@H](CO)[C@@H](O)[C@@H]1O (some centres not stated),x,x,x,u,3%[33.2 µM],-5%[12.8 µM],x
Cc1csc(NC(=O)CCCc2cccs2)n1,48*,26%,46*,29%,7%,80%[activator],6%
CC(C)c1nc(SCC(=O)N2CCCc3ccccc32)c2c(=O)n(C)c(=O)n(C)c2n1,-4,10µM*,-1,u,-9%,u,3%
CCc1ccccc1N(C)S(=O)(=O)c1ccc2[nH]cc(C(=O)O)c(=O)c2c1,-9,6%,-1,-16%,-8%,-7%,8%
COc1ccc(CCn2c(SCC(=O)Nc3cc(C)on3)nc3ccccc3c2=O)cc1OC,16,14%,-4,0%,2%,46%[activator],-1%
COc1ccc(CN2CCN(CCC(C)C)C(CCO)C2)cc1Cn1cncn1 (configuration not stated),-7,7%,9,u,2%,9%,0%
CCCCC(=O)Nc1cc2nn(-c3ccc(OC)cc3)nc2cc1C,-5,u,10,58%[activator],1%,x,16%
O=C1C(=O)N(Cc2ccco2)C(c2cccc(Cl)c2)/C1=C(\O)c1ccc2c(c1)OCCO2 (configuration not stated),-4,14%,-1,27%,-1%,17%,7%

# Molecules listed so far containing an aryl methoxy group (13):
SMILES,Shiga inhibitor,HCV inh,Cycloheximide cs,Pf growth 96h,Tb PYK inh,Pf growth 48h,LmPK inhibitor
COc1ccc(OCCCC(=O)Nc2cccnc2)cc1,-19,-13%,-3,x,-12%,3%,-5%
COc1ccc(OCC(=O)Nc2ccc(-c3nc4cc(C)c(C)cc4o3)cc2)cc1,98*,x,51*,x,-4%,x,x
COc1cccc(NC(=S)N(CCCN2CCC(C)CC2)Cc2cccs2)c1,-5,u,10,5%,-2%,-29%,1%
COc1cc(OC)c(OC)cc1/C=N/NC(=O)CSc1ccccc1F,21,-15%,-2,12%,-1%,22%,-6%
COc1ccc(S(=O)(=O)NCc2cc(=O)n(C)c(=O)n2C)cc1F,0,10%,-7,-1%,7%,23%,2%
COc1ccc(OCC(=O)Nc2cc(-c3nn(C)c(=O)c4ccccc34)ccc2OC)cc1,-6,8.9µM*,9,u,2%,u,-2%
COc1nc(-c2ccccc2)ccc1-c1noc(C)n1,72*,u,62*,x,-1%,76%[activator],1%
COc1ccc(C(CNC(=O)c2oc3ccc(Cl)cc3c2C)N2CCCCC2)cc1 (configuration not stated),17,-1%,0,u,1%&-1%,u,-1%
COc1ccccc1CCc1nnc(CCC(=O)N(C)Cc2cccc3cnccc23)o1,86*,u,45*,5%,4%,u,-2%
COc1ccc(CNC(=O)CN(C)S(=O)(=O)c2ccc3c(c2)c(=O)n(C)c(=O)n3C)cc1,12,1%,8,u,-4%&-1%,u,1%
COc1ccc(CCn2c(SCC(=O)Nc3cc(C)on3)nc3ccccc3c2=O)cc1OC,16,14%,-4,0%,2%,46%[activator],-1%
COc1ccc(CN2CCN(CCC(C)C)C(CCO)C2)cc1Cn1cncn1 (configuration not stated),-7,7%,9,u,2%,9%,0%
CCCCC(=O)Nc1cc2nn(-c3ccc(OC)cc3)nc2cc1C,-5,u,10,58%[activator],1%,x,16%
